ERp5 inh: inhibitors of ERp5-driven insulin aggregation, primary screen, biochemical, turbidity, absorbance 650 nm, single point | Protein disulfide-isomerase A6 (Homo sapiens), Q15084 | 90 min | inhibition, % at 9.99 µM | hit rate 0.05% among 350,000 | AID 651711, 2012;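 active = mean replicate inhibition above about 25%, with every replicate also reaching it, limit read from the data, passing the limit was not always enough; inconclusive = only one of those two criteria met; inactive = neither criterion met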
Target sequence (Q15084 whole entry, looked up): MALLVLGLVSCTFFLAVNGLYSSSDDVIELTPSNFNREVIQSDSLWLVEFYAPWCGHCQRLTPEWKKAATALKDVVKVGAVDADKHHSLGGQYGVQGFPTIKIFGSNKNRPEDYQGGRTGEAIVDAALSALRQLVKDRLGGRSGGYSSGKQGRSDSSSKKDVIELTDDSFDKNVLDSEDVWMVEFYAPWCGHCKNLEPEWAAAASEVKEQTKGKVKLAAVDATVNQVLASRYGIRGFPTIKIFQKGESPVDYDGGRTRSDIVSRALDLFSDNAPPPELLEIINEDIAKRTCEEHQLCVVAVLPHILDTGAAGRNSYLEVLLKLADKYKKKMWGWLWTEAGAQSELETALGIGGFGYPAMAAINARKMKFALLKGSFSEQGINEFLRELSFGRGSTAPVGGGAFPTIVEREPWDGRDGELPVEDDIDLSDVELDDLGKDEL
F508del corr: F508del CFTR correction, initial screen, CFBE line, single point | CFBE cells, YFP halide quenching; stimulated with forskolin plus potentiator P3; % fluorescence drop versus neutral controls | activity (quench increase), % at 7.58 µM | hit rate 0.36% among 350,000 | AID 720511, 2013;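 active = mean added fluorescence quench of at least 8% versus neutral control, with both replicates also reaching 8%; inconclusive = only one of the mean or replicate conditions met; inactive = mean below 8% and not both replicates reaching 8%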;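 also: cells transiently co-express mutant CFTR-F508del with the halide-sensitive YFP; corrector assay measuring rescue of mutant channel to the surface after 24 h compound exposure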
GSIS activator: GLuc luminescence reporter in INS-1E cells, primary screen for activators of glucose-dependent secretion of insulin; hit rate 0.61% among 370,000; activation, % at 16.6 µM; INS-1E GLuc reporter insulin secretion, 2-3 h; AID 743287, 2014;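 active = lowest replicate activation of at least 40%, so every replicate reaches that level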;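 also: 0% = median of neutral control wells and 100% = median of IBMX positive control wells; some compounds called inactive have numbers as strong as hits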
EWS-Fli inh: EWS/Fli-driven NR0B1 reporter inhibitors, primary screen, A673 cells, NR0B1 luciferase, luminescence, MLPCN library. viability-normalised. hit rate 0.67% among 350,000. inhibition, % at 12.6 µM. AID 651661, 2012;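 active = mean inhibition of at least 50% after viability correction, with every replicate also passing that limit; inconclusive = mean reaches 50% but only one of two replicates passes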;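 also: firefly luciferase signal divided by Alamar Blue viability fluorescence both relative to DMSO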
XiGFP reactiv: activators of inactive X chromosome reactivation, primary screen, imaging, XiGFP fibroblasts, GFP high-content imaging, set 2; XiGFP mouse fibroblasts, % GFP-positive cells imaging, 3 d; cells co-treated with 5-aza-dC sensitizer; scaled so ellipticine positive control = 100%; hit rate 0.055% among 360,000; activation, % at 7.58 µM;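 active = mean normalized replicate activation at least 10% and every replicate at or above 10%; inconclusive = only one of the two criteria met; inactive = mean below 10% and not all replicates reach 10%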;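 also: 0% = median of on-plate neutral control wells and 100% = ellipticine 6 µM median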
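Assay system: SV40-immortalized XiGFP fibroblast cells, line 68-5-11; buffer or medium: DMEM plus 5-aza-dC sensitizer; compound: one concentration, pinned; timing: compounds 3 days, fix/stain 15 min at room temperature; benchmarks: positive control ellipticine, 6 µM final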
DENV2 CPE: inhibitors of DENV2 cytopathic effect, primary screen, cell-based, plate reader, single concentration | DENV2-infected cells, cytopathic effect rescue | CPE inhibition, % at 9.99 µM | hit rate 1.7% among 350,000 | AID 651640, 2012; in the data active = CPE inhibition above about 20%, passing the limit was not always enough; inconclusive = no clear call, values can overlap the other calls; tested in BHK-21 cells;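 also: 0% = median of neutral control wells and 100% = median of positive control wells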
ARNT-TACC3 inh: disruptors of ARNT/TACC3 protein interaction, primary screen, biochemical, AlphaScreen, single concentration. AID 623870, 2012. inhibition, % at 9.99 µM. AlphaScreen His-ARNT PAS-B/GST-TACC3 binding, luminescence; TACC3 fragment carries E629A point mutation. hit rate 0.66% among 390,000;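 active = mean inhibition of replicates at least 50% and at least half of replicates each reaching 50%; inconclusive = half or more replicates reach 50% but mean below 50%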;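 also: 0% = complete ARNT plus TACC3 wells and 100% = ARNT alone without TACC3; many hits fall short of the cut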
PAX8 inh HTS: inhibitors of PAX8-driven TPO luciferase reporter, primary screen, RMG-I cells, single concentration; SteadyGlo, 24 h; inhibition, % at 12.6 µM; hit rate 1.2% among 360,000; AID 652154, 2013;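 active = mean replicate inhibition at least 60% with every replicate also reaching 60%; inconclusive = only one of the two criteria is met; inactive = mean below 60% and not all replicates reaching 60%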;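 also: luciferase light reporting Pax8 driven TPO promoter activity; plate controls were median of neutral control wells for no effect and mitoxantrone controls for full effect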
An asterisk follows results filed as active; ? = inconclusive; nt = not tested or not shown; & = joins results of further samples.

SMILES | ERp5 inh | F508del corr | GSIS activator | EWS-Fli inh | XiGFP reactiv | DENV2 CPE | ARNT-TACC3 inh | PAX8 inh HTS
C[C@@H]1COC(=O)[C@H](Cc2ccc(F)cc2)CC/C=C/C[C@@H](CC(=O)N[C@H](CO)Cc2ccccc2)C(=O)N1 | 5 | -0.1 | nt | -3 | 0.8 | 4 | -7 | -11
COc1cc(C=O)ccc1OC(=O)Nc1ccccc1 | -1 | -4.6 | 7 | -14 | 0.0 | 4 | -6 | -29
O=C1C(Cl)=C(NC2CCCCC2)C(=O)N1Cc1ccccc1 | 4 | -3.7 | 6 | 2 | 0.3 | -9 | -40 | -13
C/C=C/c1ccc2c(c1)O[C@H](CN(C)C(=O)c1ccncc1)[C@H](C)CN([C@@H](C)CO)S2(=O)=O | -2 | 1.9 | 8 | -16 | -1.4 | 17 | -3 | 14
COc1ccc(C(=O)NNC(=O)c2ccc(S(=O)(=O)N3CCCCC3)cc2)cc1 | 0 | 4.1 | 3 | 10 | 0.1 | -5 | -5 | -1
C[C@@H]1CN([C@@H](C)CO)C(=O)c2cc(-c3cccnc3)cnc2O[C@H]1CN(C)C(=O)C1CCC1 | 5 | -1.6 | 0 | -12 | -1.2 | -3 | 3 | nt
CC1(C)C(=O)OC(/C=C/c2cccc([N+](=O)[O-])c2)C(C)(C)C1=O (stereo not drawn) | 2 | 2.9 | 2 | -6 | 0.2 | 3 | -3 | -6
COc1ccccc1CCNC(=O)c1cc(-c2ccncc2)nc2ccc(Br)cc12 | -3 | 1.5 | 10 | 26 | 0.0 | 3 | -2 | 38
C[C@H](CO)N1C[C@H](C)[C@@H](CN(C)C(=O)Nc2ccc3c(c2)OCO3)Oc2ccc(NC(=O)Cn3cnnn3)cc2CC1=O | -4 | 2.2 | 16 | -16 | 0.0 | 24* | -18 | -22
CC(C)CC#Cc1ccc2c(c1)O[C@@H](CN(C)C(=O)c1cccnc1)[C@@H](C)CN([C@@H](C)CO)S2(=O)=O | -3 | -0.5 | -9 | 9 | -1.9 | 6 | 1 | nt
O=C(CSc1nnc(NC(=O)c2ccco2)s1)Nc1ccc(F)cc1 | -1 | -1.1 | -6 | -15 | 0.0 | 13 | -7 | -1
COc1cc(OC)c2c(C)cc(=O)oc2c1C(CCN1CCOCC1)c1ccc(N(C)C)cc1 (stereo not drawn) | -1 | 1.7 | -8 | 4 | 0.1 | ? | 26 | -1
NC(=S)N/N=C/c1c[nH]c2ccccc12 | -8 | -1.2 | 0 | 11 | 0.3 | 1 | 8 | 17
O=C(Cn1c(=O)oc2ccccc21)Nc1ccccc1N1CCOCC1 | 5 | 0.2 | 10 | 2 | 0.0 | ? | -3 | -9
C[C@@H]1CCCCO[C@H](CN(C)C(=O)CCCN(C)C)[C@@H](C)CN([C@@H](C)CO)C(=O)c2cc(NC(=O)Nc3cccc4ccccc34)ccc2O1 | 0 | -2.6 | -18 | 0 | 0.3 | -4 | 12 | -6
CCOC(=O)c1c(NC(=O)COC(=O)c2ccccc2NC)sc(C(=O)N(C)C)c1C | 4 | -0.2 | 13 | nt | 0.0 | -6 | -12 | 25
COc1ccc(-c2nn(-c3ccccc3)cc2C(=O)N(C)C)cc1 | 2 | -4.3 | 10 | -22 | 0.0 | ? | 23 | 8
Cc1cnc(NC(=O)c2ccc3c(c2)C(=O)N(Cc2cccnc2)C3=O)s1 | 1 | -2.8 | nt | -5 | 0.1 | 3 | 1 | nt
Cc1ccc(S(=O)(=O)N(C)C[C@@H]2OCCCC[C@@H](C)Oc3ccc(NS(=O)(=O)c4ccccc4)cc3C(=O)N([C@@H](C)CO)C[C@@H]2C)cc1 | 1 | 2.7 | 1 | -1 | 0.3 | 2 | -1 | 20
C[C@@H]1CN([C@@H](C)CO)C(=O)c2cccc(NC(=O)c3ccncc3)c2O[C@@H]1CN(C)S(=O)(=O)c1ccccc1 | -6 | -0.7 | 4 | 11 | -0.6 | 0 | -9 | 12
O=C(Oc1cccc(C(=S)N2CCOCC2)c1)c1ccc([N+](=O)[O-])cc1 | 3 | 0.1 | 11 | 3 | 0.2 | -5 | 2 | 3
COc1cccc(OCc2nn3c(=O)c(-c4ccccc4)nnc3s2)c1 | 4 | 0.2 | -9 | -1 | 0.0 | -1 | -3 | -9
O=C(C[C@H]1CC[C@@H](NC(=O)c2ccccc2)[C@H](CO)O1)NCCc1ccncc1 | -2 | 1.2 | 7 | -1 | 0.2 | 0 | -8 | nt
CC1(N2CCOCC2)C(=O)c2ccccc2C1=O | -3 | -0.9 | 11 | 3 | 0.0 | 11 | -2 | 24
Cn1cc(C(C[N+](=O)[O-])c2ccccc2)c2ccccc21 (stereo not drawn) | 1 | 2.2 | -21 | 50 | -0.1 | -4 | 0 | 37
Cc1cnc(C(=O)OCC(=O)c2ccccc2)cn1 | 1 | -1.3 | 21 | 1 | 0.3 | ? | 3 | -7
CC(O)[C@@H](C(=O)N1CCNCC1)n1cc(CCCCN)nn1 (stereo partly drawn) | 1 | 3.9 | 12 | 15 | 0.0 | -3 | -2 | 1
CCOC(=O)C1=C(C)N=c2s/c(=C\c3ccc(OCC(=O)O)c(OC)c3)c(=O)n2C1c1ccc(OC)cc1 (stereo not drawn) | 2 | -0.8 | -23 | -12 | 0.0 | 9 | 9 | -13
COc1ccc(C(=O)N2CCN(S(=O)(=O)c3ccc(C)cc3C)CC2)cc1S(=O)(=O)N1CCOCC1 | -1 | -0.1 | nt | -5 | 0.0 | -4 | -4 | 5
COc1ccc(CNC(=O)CN2CCN(c3cccc(C)c3C)CC2)cc1 | 1 | -4.6 | -19 | 6 | 0.1 | -2 | -11 | 25
COc1ccc(/C=C/C(=O)c2cccc(-n3cnnn3)c2)cc1O | 4 | 0.2 | -8 | 1 | -0.1 | 2 | -19 | -1
O=C(c1cccc(N2C(=O)C3C4C=CC(C4)C3C2=O)c1)N1CCN(c2ccccc2)CC1 (stereo not drawn) | 2 | 0.7 | 0 | 6 | 0.4 | -5 | 9 | 15
COc1ccc(S(=O)(=O)Nc2cccc3c2O[C@@H](CN(C)C(=O)Nc2cccc4ccccc24)[C@H](C)CN([C@H](C)CO)C3=O)cc1 | nt | 0.8 | -14 | -1 | -0.5 | nt | nt | nt
C=CCOC(=O)C1=C[C@H](c2csc3ccccc23)C[C@H](OCCCCO)O1 | -3&10 | 4.1&-2.5 | -8 | -10&1 | -0.2 | 5&6 | -6&3 | 6
COc1ccc(C2c3sc(=O)[nH]c3SC3C(=O)N(c4ccccc4)C(=O)C32)cc1 (stereo not drawn) | -5 | 2.1 | -35 | -2 | 0.1 | -10 | -14 | -6
Cc1cccc(NC(=O)c2ccc(N3C(=O)C4C5C=CC(C6CC56)C4C3=O)cc2)c1 (stereo not drawn) | -3 | -1.6 | 3 | -7 | -0.1 | ? | -3 | 27
CN1CCN(C(=O)c2ccc(NS(=O)(=O)c3cccc([N+](=O)[O-])c3)cc2)CC1 | 4 | -2.3 | 11 | 0 | 0.0 | -5 | -8 | -15
CO[C@H]1CN(C)C(=O)c2ccc(NS(=O)(=O)c3ccc(Cl)cc3)cc2OC[C@@H](C)NC[C@H]1C | -2 | -1.1 | 4 | -5 | 0.3 | 17 | nt | nt
CCOc1ccc(C(C(=O)NCC2CCCO2)N(Cc2cccc(OC)c2)C(=O)c2snc(C(N)=O)c2N)cc1 (stereo not drawn) | 2 | 0.0 | 10 | -3 | 0.0 | 1 | -3 | 6
O=S(=O)(O)c1cccc2cccc(Nc3ccccc3)c12 | -1 | 1.5 | -20 | -6 | 0.0 | -1 | 0 | 14
COc1cc(/C=C/C(=O)Nc2cccnc2)cc(OC)c1OC | 5 | -2.5 | -9 | -2 | 0.2 | 3 | 3 | -23
FC(F)Oc1ccc(-n2cc(-c3ccccc3)[n+]3c2CCCCC3)cc1 | 2 | 0.5 | 19 | 14 | 0.0 | -7 | 3 | 27
O=C(C[C@H]1CC[C@@H]2[C@H](COC[C@@H](O)CN2C(=O)c2cnccn2)O1)NCc1ccc(Cl)cc1 | 0 | -0.5 | 0 | -2 | 0.0 | -9 | -4 | 0
O=C(C[C@@H]1C[C@H]2c3cc(NC(=O)NC4CCCC4)ccc3O[C@H]2[C@H](CO)O1)NCc1ccc(Oc2ccccc2)cc1 | 0 | 4.9 | -8 | 60* | -0.1 | -4 | -3 | 66*
CCCn1c(S(=O)(=O)O)nc2ccccc21 | 1 | 0.7 | 6 | 7 | 0.0 | 2 | 22 | -2
Cc1ccc(S(=O)(=O)NCC(=O)OC(C)C(=O)c2ccccc2)cc1 (stereo not drawn) | 4 | -3.3 | -5 | 3 | 0.0 | -6 | 2 | -7
CN(C)/C=N/c1c(C#N)cnn1C | -2 | 1.4 | 7 | 7 | 0.0 | 18 | 4 | 16
COCCNC(=O)C[C@H]1C[C@H]2c3cc(NC(=O)Nc4ccccc4F)ccc3O[C@H]2[C@@H](CO)O1 | nt | 1.8 | 11 | -2 | 0.3 | -3 | -4 | 8

Structural class, those above with a thiophene ring, fused or not (two)
SMILES | ERp5 inh | F508del corr | GSIS activator | EWS-Fli inh | XiGFP reactiv | DENV2 CPE | ARNT-TACC3 inh | PAX8 inh HTS
CCOC(=O)c1c(NC(=O)COC(=O)c2ccccc2NC)sc(C(=O)N(C)C)c1C | 4 | -0.2 | 13 | nt | 0.0 | -6 | -12 | 25
C=CCOC(=O)C1=C[C@H](c2csc3ccccc23)C[C@H](OCCCCO)O1 | -3&10 | 4.1&-2.5 | -8 | -10&1 | -0.2 | 5&6 | -6&3 | 6

Next records
SMILES | ERp5 inh | F508del corr | GSIS activator | EWS-Fli inh | XiGFP reactiv | DENV2 CPE | ARNT-TACC3 inh | PAX8 inh HTS
CCOC(=O)c1c(NC(=S)SC)sc(C(=O)N2CCc3ccccc3C2)c1C | -3 | -1.9 | 15 | 8 | 0.3 | 11 | nt | 2
O=S(=O)(c1ccccc1)N1N=C(c2ccc(O)cc2)CC1c1ccco1 (stereo not drawn) | 11 | 1.5 | -1 | 19 | 0.3 | -4 | -5 | 26
COc1ccc2c3c(n(C)c2c1)[C@H](CO)NCC31CCN(Cc2ccncc2)CC1 | 2 | -1.8 | 22 | 14 | 0.0 | -10 | nt | nt
O=C(NCc1ccccc1)[C@H]1[C@H](CO)[C@H]2Cn3c(cccc3=O)[C@@H]1N2C(=O)CC1CC1 | 3 | -0.4 | 11 | -2 | 0.5 | 13 | -3 | -14
COc1ccc([Si](C)(C)[C@H]2[C@H](CCO)O[C@@]3(C(=O)N(Cc4ccccc4)c4ccc(N5CCC5=O)cc43)[C@@H]2C)cc1 | 0 | -1.4 | nt | 6 | nt | -4 | -10 | 110*
O/N=C1/C2C3C(Br)C4C5CC(C1C53)C24 (stereo not drawn) | nt | nt | 29 | nt | 0.3 | nt | -2 | -19
COc1ccc(OCc2cc(C(=O)N(Cc3nccn3C)C(C)C)no2)c2ccccc12 | -10 | -1.8 | -7 | -65 | 0.0 | 2 | 12 | -144
O=C(c1ccc(F)cc1)N1CC(=O)N2[C@@H](CO)[C@@H](c3ccc(C#CC4CCCCC4)cc3)[C@@H]2C1 | 1 | 0.2 | -20 | 5 | 0.0 | -2 | nt | 15
